Assay outcomes: PubChem BioAssay, several laboratories
HTR1E antagonist = 5-HT1E (human) receptor antagonism; P28566; CHO 5-HT1E Ga15 NFAT-bla reporter, FRET, antagonist; inhibition, % at 6 µM; 65,000 compounds, 0.99% hits; AID 571;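 active = inhibition above a set limit, the mean inhibition across every tested compound plus 3 SD, cut at about 29% in these data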;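 note: signal is the 460 over 535 nm emission ratio of beta-lactamase substrate; 0% = agonist plus DMSO wells and 100% = wells without agonist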
HEK293 NFkB inh = inhibitors of the PMA/ionomycin-induced NF-kB reporter in HEK293 cells; inhibition, % at 3 µM; 62,000 compounds, 0.21% hits; AID 465; HEK-293 NF-kB luciferase reporter, luminescence;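 active = inhibition above the mean of all tested compounds plus 3 SD, cut at about 40% in these data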;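 note: 0% = stimulated DMSO wells and 100% = 10 µM reference inhibitor 5653914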
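Reagent: PMA plus ionomycin mix as NF-kB-activating stimulus. Assay system: NF-kB luciferase reporter HEK-293 cells. Technique: luminescence from luciferase substrate reagent. Incubation: 1 h compound pre-incubation, 16 h PMA/ionomycin at 37 °C. Benchmarks: DMSO only as uninhibited control, 10 µM reference inhibitor as full inhibition. Repeats: tested once.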
5-HT1A blocker = 5-HT1a (human) receptor antagonism | P08908 | CHO 5-HT1a Ga15 NFAT-bla reporter, antagonist mode | inhibition, % at 10 µM | 62,000 compounds, 0.68% hits | AID 612;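 active = inhibition above the mean of all tested compounds plus 3 SD, cut at about 43% in these data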;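 note: receptor stimulated by 5-CT agonist at 100 nM near EC80; beta-lactamase reporter measured by ratiometric fluorescence of a cleavable substrate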
S1P1 ag pot = S1P1 (human) agonism or agonism potentiation; activation, % at 9.5 µM; S1P1 CRE-bla cells, forskolin, beta-lactamase FRET, potentiator mode; S1P1 agonist co-added at EC20, 2 nM; 100% = saturating reference agonist, 0% = basal; 56,000 compounds, 0.57% hits;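 active = activation above a cutoff set at the mean activation of all tested compounds plus 3 SD, cut at about 54% in these data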;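 note: forskolin at 4 µM as EC80 and the EC20 agonist is SEW2871; 100% = SEW2871 at its EC100 plus forskolin at EC80; some compounds past the cut are filed as inactive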
Target sequence (P21453 whole entry, looked up): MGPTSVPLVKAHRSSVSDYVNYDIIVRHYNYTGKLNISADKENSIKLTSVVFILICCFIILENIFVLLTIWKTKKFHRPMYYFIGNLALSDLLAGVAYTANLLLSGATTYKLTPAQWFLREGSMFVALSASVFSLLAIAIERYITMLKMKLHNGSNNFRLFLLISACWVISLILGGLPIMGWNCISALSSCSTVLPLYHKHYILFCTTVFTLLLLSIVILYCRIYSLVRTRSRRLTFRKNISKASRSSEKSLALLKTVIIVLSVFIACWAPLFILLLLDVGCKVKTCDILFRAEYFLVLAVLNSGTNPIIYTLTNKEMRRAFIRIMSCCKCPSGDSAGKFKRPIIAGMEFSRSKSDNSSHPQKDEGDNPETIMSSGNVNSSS
5HT1a ag = agonists of human 5-HT1a serotonin receptor; P08908; CHO 5-HT1a Ga15 NFAT-bla reporter, FRET ratio; 0% basal, 100% maximal reference agonist; activation, % at 10 µM; 65,000 compounds, 0.56% hits; AID 567;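 active = activation above the screen-wide mean activation plus 3 SD, cut at about 19% in these data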;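 note: 0% = DMSO wells and 100% = 5-CT at EC100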
S1P3 agonist = S1P3 (human) receptor agonism. 60,000 compounds, 0.1% hits. activation, % at 4.5 µM. Q99500. AID 373. S1P3 NFAT-BLA reporter cells, FRET ratio; relative to 1 µM S1P, basal subtracted;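 active = activation above the screen-wide mean plus 3 SD, cut at about 4.5% in these data, passing the limit was not always enough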; note: some compounds called inactive have numbers as strong as hits
Target sequence (Q99500 whole entry, looked up): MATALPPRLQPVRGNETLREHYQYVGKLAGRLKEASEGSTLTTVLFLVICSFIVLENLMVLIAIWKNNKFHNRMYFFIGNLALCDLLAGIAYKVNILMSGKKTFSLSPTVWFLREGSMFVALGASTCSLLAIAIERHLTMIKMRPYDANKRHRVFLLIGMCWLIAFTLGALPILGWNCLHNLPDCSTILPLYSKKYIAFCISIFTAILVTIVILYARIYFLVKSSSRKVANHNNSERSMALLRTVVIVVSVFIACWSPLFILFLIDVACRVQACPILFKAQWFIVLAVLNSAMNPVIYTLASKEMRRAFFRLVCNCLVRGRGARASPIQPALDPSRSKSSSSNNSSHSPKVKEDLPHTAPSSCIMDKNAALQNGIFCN
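Assay system: CHO cells stably expressing human S1P3, Gα16 and NFAT-β-lactamase reporter. Timing: overnight plating, 4 h compound 37 °C, 2 h substrate RT. Signal: β-lactamase FRET emission ratio 460/535 nm. Measure: percent activation versus median 1 µM S1P response, basal-subtracted, per plate. Repeats: primary screen single test, confirmation screen in triplicate.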
5HT1E ag = 5-HT1E (human) receptor agonism | CHO 5-HT1E Ga15 NFAT-bla reporter, FRET; 0% DMSO wells, 100% control agonist wells | AID 574 | activation, % at 6 µM | 65,000 compounds, 0.69% hits;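 active = activation above a set limit, the screen-wide mean activation plus 3 SD, cut at about 8.5% in these data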;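 note: 100% = positive control agonist at 1 µM giving full maximal response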
D1 allo mod = D1 dopamine receptor (human) allosteric modulation. P21728. HEK293 D1, CRE-luciferase, dopamine EC30 potentiation; actives deviate in either direction. B-score at 10 µM. 58,000 compounds, 5.9% hits;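 active = luminescence count or its row- and column-corrected plate score outside the 99.7% band of the plate's sample wells, on either side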
Jurkat viability = cytotoxicity toward Jurkat cells; Jurkat E6.1 viability, ATP luminescence, 48 h; inhibition, % at 4 µM; 56,000 compounds, 1.2% hits;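 active = inhibition above the mean inhibition of all tested compounds plus 3 SD, cut at about 28% in these data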
Numbers without * were called inactive; x = not tested or not shown.

mol	HTR1E antagonist	HEK293 NFkB inh	5-HT1A blocker	S1P1 ag pot	5HT1a ag	S1P3 agonist	5HT1E ag	D1 allo mod	Jurkat viability
C=CCc1cccc(/C=N/c2nc3ccccc3n2CC)c1O	-2	18	6	5	0.2	-0.7	-0.1	-1.8	-4
Cn1c(=O)cc(OCC(=O)NCc2cccnc2)c2ccccc21	-5	-8	7	-41	-1.9	-0.5	0.4	-0.34	2
COc1ccccc1N1CCN(C(=O)C(C)N(c2ccc(C)cc2)S(C)(=O)=O)CC1 (stereo not drawn)	5	16	0	-7	-0.7	-1.4	0.6	-0.016	4
Cc1ccc(Cn2c(=S)[nH]c3ccc(N4CCOCC4)cc3c2=O)o1	-1	1	11	x	0.0	x	0.2	1.1	x
CC(C)(C)OC(=O)N1CC(O)CC1C(=O)OCC(=O)c1ccc(Cl)cc1 (stereo not drawn)	-4	9	11	2	-1.8	-0.5	-0.6	-0.29	-9
CC1(c2ccc3c(c2)OCO3)NC(=O)N(CC(=O)Nc2ccc(N3CCOCC3)cc2)C1=O (stereo not drawn)	1	-8	0	-3	2.0	1.4	0.4	-0.21	-3
CCN1C(=O)CC(N2CCC(Nc3ccc(F)cc3)CC2)C1=O (stereo not drawn)	0	12	-5	-17	-2.0	0.6	0.3	0.14	-10
CCOC(=O)c1[nH]c(C)c(C(=O)NC(C)CC)c1C (stereo not drawn)	2	17	7	-13	0.1	-0.8	-1.0	-0.086	10
COc1ccc(Cc2nc(-c3ccccc3)no2)cc1	-2	8	10	-12	-3.4	-0.6	1.8	0.57	4
CCN(CC)CCCN1C(=O)C(=O)/C(=C(/O)c2ccc3c(c2)CC(C)O3)C1c1ccncc1 (stereo not drawn)	-4	x	x	-7	1.6	-4.4	-0.8	x	x
O=C(CSc1nnc(-c2cnccn2)n1Cc1ccco1)c1ccc(Cl)c(Cl)c1	-2	11	9	-2	-4.8	-0.3	-0.2	-0.42	-2
O=C(NC1CCN(Cc2ccccc2)CC1)c1ccccc1F	-8	14	-11	-25	0.1	-0.7	-0.4	x	6
COCCN(CCOC)c1ncc(Cl)c(C(=O)c2c(C)cc3ccccn23)n1	9	21	22	19	0.6	-0.9	-0.8	0.81	14
CCOC(=O)N1CCN(CC(O)COC(CC)c2ccccc2)CC1 (stereo not drawn)	-2	20	13	-35	-4.3	-0.7	-0.7	-0.13	-7
CC(C)C(=O)Nc1cccc(-c2cn3ccsc3n2)c1	-1	-14	8	x	-2.8	-0.8	-0.1	-0.25	-4
O=C(c1cc2ccccn2n1)N1CCN(c2cccc(C(F)(F)F)c2)CC1	2	-2	-4	x	-2.1	x	0.2	1.3	x
C=CCOc1ccc(/C(O)=C2/C(=O)C(=O)N(CCCN3CCOCC3)C2c2ccc(OC)cc2)cc1 (stereo not drawn)	4	x	x	3	0.4	-2.3	-0.1	x	x
COc1ccccc1C(=O)Nc1ccc(-c2nnc(SCC(=O)O)n2C)cc1	0	2	-11	-4	0.6	-0.4	0.5	-0.37	-2
CC(C)Cn1cnc2c(c1=O)c1nc3ccccc3nc1n2Cc1ccc2c(c1)OCO2	12	x	x	-6	-1.3	-3.0	-0.5	x	x
CCOc1ccccc1-n1c(SCC(N)=O)nnc1-c1ccccc1	4	13	-12	1	0.9	0.5	-0.3	1.3	-3
COC(=O)c1[nH]c2ccc(F)cc2c1NC(=O)CCN1CCN(Cc2ccc3c(c2)OCO3)CC1	-5	11	4	6	-2.0	-1.6	-0.3	0.26	-2
CCOC(=O)c1[nH]c2ccccc2c1NC(=O)CCN1CCN(C(=O)OCC)CC1	-6	x	x	7	-0.4	-0.9	-0.1	-0.17	x
O=C1Nc2ccccc2C12OC1CCCCC1O2 (stereo not drawn)	5	17	5	11	-2.4	-1.6	-1.5	-0.01	7
CCOc1ccc(NC(=O)CN(C)CC(=O)Nc2ccccc2C#N)cc1OCC	7	5	-10	-7	289*	0.2	-0.5	-1.7	-7
O=C1CCCCCN1Sc1ccccc1	-7	8	20	2	0.5	-1.4	1.0	x	12
CCOC(=O)C1CCN(CC(=O)Nc2c(C(=O)OC)[nH]c3ccccc23)CC1	3	1	11	-15	0.4	-0.1	0.8	-0.66	10
CCOc1ccccc1C(=O)Nc1ccc2nc(N3CCN(c4ncccn4)CC3)cc(C)c2c1	5	4	-5	x	5.1	x	4.9	-0.25	x
CCn1cc(C(=O)O)c(=O)c2cc(S(=O)(=O)N(C)C)ccc21	0	10	-1	-14	-3.1	1.0	-1.4	0.37	-1
CCSC1=C(C#N)C(c2ccc(C)s2)CC(=O)N1 (stereo not drawn)	-10	15	3	0	0.4	0.3	0.4	-0.074	0
Cc1ccc(OCc2ccc(C(=O)N3CCOCC3)cc2)cc1C	-6	-13	-14	9	-4.3	-0.4	-0.1	-3.5	9
Cc1cccc2cc(C(c3nnnn3CC3CCCO3)N3CCCC4(CCCCC4)C3)c(=O)[nH]c12 (stereo not drawn)	0	0	10	-24	3.3	-0.3	0.9	-0.28	-1
CCSc1nc2c([nH]c3ccccc32)c(=O)n1C	2	12	7	-20	1.7	-0.5	1.5	3.3	-4
CCn1c(=O)cc(OCC(=O)NCc2cccnc2)c2ccccc21	1	12	5	-41	-4.4	0.4	-0.5	-0.29	-7
CCN(CC)S(=O)(=O)c1csc(C(=O)Nc2ccccn2)c1	13	-5	-16	x	-0.4	x	-0.8	-0.47	x
CCOC(=O)N1CCC(N2Cc3cccc(C(=O)NCc4ccc(OC)cc4)c3C2=O)CC1	-1	12	-20	-8	4.3	0.7	0.7	2.9	1
CCOC(=O)c1ccc(NC(=O)CNC(=O)C2CCCCC2)cc1	-1	5	2	-5	-1.6	-0.5	-0.3	-0.012	-1
C=CCOC(=O)COc1ccc2c(C)c(C)c(=O)oc2c1C	-2	9	-16	-18	-1.5	-1.3	0.3	-0.16	-9
COc1ccc(-c2c(C#N)c(N)nc3c2CCCC3)cc1OC	12	22	6	5	-0.7	-0.7	-0.6	4.4	-1
Cc1ccc2[nH]c(C)c(CN(C)C3CCN(C)CC3)c(=O)c2c1	-2	1	2	-16	-3.1	-1.3	0.2	-0.32	0
COc1ccc(C2c3c(oc4c(C)cc(C)cc4c3=O)C(=O)N2Cc2cccnc2)cc1OC (stereo not drawn)	11	20	-5	-20	0.8	-0.3	0.1	0.47	5
Cc1nc(-n2cc(F)c(=O)[nH]c2=O)c2nc(C)oc2n1	0	7	-6	6	-3.5	-0.5	0.9	0.41	-6
O=C(CC1Nc2ccccc2NC1=O)Nc1ccccc1 (stereo not drawn)	-12	4	9	6	3.2	0.0	0.5	x	0
COc1ccc2oc(=O)c(C(=O)N3CCCc4ccccc43)cc2c1	-10	20	0	x	0.5	x	0.9	x	x
CN(CCO)CC(O)Cn1cnc2c1c(=O)n(C)c(=O)n2C (stereo not drawn) (tested in a mixture with another compound)	-3	x	x	6	-3.8	0.1	0.6	0.64	x
COc1ccc(NS(=O)(=O)c2cccc(-c3nnc4n3CCCCC4)c2)cc1	-7	11	18	x	-1.0	x	-0.1	x	x
CNC(=O)c1ccc(N(Cc2ccccc2)S(C)(=O)=O)cc1	-1	1	6	-9	0.2	0.0	-0.4	-0.043	-5
Cc1cccc(OCC(=O)Nc2ccc(N3CCCC3)cc2)c1C	-4	-9	-2	-5	-1.7	0.1	-0.5	1	11
COCCN(CCOC)S(=O)(=O)c1ccc(C(=O)Nc2nnc(C3CC3)o2)cc1	-6	11	2	-3	-1.6	-0.5	-0.4	-1.2	1
COc1ccccc1-c1cc(C(F)(F)F)nc(N2CCCC2)n1	2	14	-7	x	5.5	x	-0.8	x	x
Nc1[nH]nc2nc(NCc3ccccc3)c3c(c12)CCN(Cc1ccccc1)C3	3	x	x	5	2.4	0.2	0.9	x	x

Complete entries from above. Values in the order: HTR1E antagonist	HEK293 NFkB inh	5-HT1A blocker	S1P1 ag pot	5HT1a ag	S1P3 agonist	5HT1E ag	D1 allo mod	Jurkat viability
Results for `COc1ccc(-c2c(C#N)c(N)nc3c2CCCC3)cc1OC` : 12	22	6	5	-0.7	-0.7	-0.6	4.4	-1
Results for `Cc1ccc(OCc2ccc(C(=O)N3CCOCC3)cc2)cc1C` : -6	-13	-14	9	-4.3	-0.4	-0.1	-3.5	9

The listing continues:
mol	HTR1E antagonist	HEK293 NFkB inh	5-HT1A blocker	S1P1 ag pot	5HT1a ag	S1P3 agonist	5HT1E ag	D1 allo mod	Jurkat viability
Cc1cccc(N2CC(=O)N(c3cccc(C)c3)CC2=O)c1	-2	x	x	-4	-0.8	-0.6	-0.4	x	x
C=C1CSc2nc(=O)c3c(C)c(C)sc3n21	-8	1	2	x	-0.6	-0.7	-0.8	0.47	0
O=C1c2ccccc2C(=O)N1CCc1nc2ccccc2c(=O)n1Cc1ccco1	0	3	10	-24	2.0	0.3	-0.7	-0.47	-7
COc1ccc(N(CC(=O)Nc2ccccc2SC)S(C)(=O)=O)cc1OC	-7	11	-8	x	0.9	0.1	0.1	1.5	-3
CC(NC(=O)c1ccnc(C(C)(C)C)c1)c1ccccc1 (stereo not drawn)	4	14	5	3	-4.1	-0.3	-0.9	x	11
COC(=O)C1CCN(S(=O)(=O)Cc2ccccc2)CC1	-6	14	8	13	0.0	-0.7	0.6	0.22	-2
CCCCN(C(=O)Cn1nnc2ccccc21)C(C(=O)NCCOC)c1ccc(OC)cc1OC (stereo not drawn)	-12	6	-12	-8	2.1	1.1	0.4	0.78	-9
COCCCn1c(C(C)C)nc2oc3cc(OC)ccc3c(=O)c2c1=O	0	-2	-16	8	1.7	-0.1	-0.8	-0.047	2
Cn1c(CN2CCOCC2)nc2cc(NC(=O)c3ccccc3Cl)ccc21	3	11	-11	-17	-1.1	-0.3	-0.4	-0.77	9
Cn1c(C(F)(F)F)nc2c(=O)oc3ccccc3c21	5	-5	-1	-41	-4.4	-0.4	0.3	1.3	-6
COC(=O)c1sc(N)c(C(=O)OC)c1CSc1nnc(-c2ccccc2Cl)n1C	-10	12	2	14	-0.6	0.1	0.8	-1.5	-3

Entries shown so far that contain a CF3 group:
mol	HTR1E antagonist	HEK293 NFkB inh	5-HT1A blocker	S1P1 ag pot	5HT1a ag	S1P3 agonist	5HT1E ag	D1 allo mod	Jurkat viability
O=C(c1cc2ccccn2n1)N1CCN(c2cccc(C(F)(F)F)c2)CC1	2	-2	-4	x	-2.1	x	0.2	1.3	x
COc1ccccc1-c1cc(C(F)(F)F)nc(N2CCCC2)n1	2	14	-7	x	5.5	x	-0.8	x	x
Cn1c(C(F)(F)F)nc2c(=O)oc3ccccc3c21	5	-5	-1	-41	-4.4	-0.4	0.3	1.3	-6
